MCF10A rerep = inducers of DNA re-replication in MCF 10A breast cells; AID 624296; MCF 10A DNA re-replication, Hoechst nuclear intensity, 48 h; actives 2.9% (n = 350,000); Potency, µM (highest dose often 46.1 µM), inactives show at the highest dose activity, positive = re-replication, most hits filed as activators; note: potency is the fitted concentration of half-maximal effect; % of control where 0% means no effect; nearly all actives have a fitted effect of over 50% in size
A549 tox = counter-screen for Nrf2 inhibitors: cytotoxicity in A549 cells; A549 ARE-Fluc cells, CellTiter-Fluor viability, 18-24 h; Potency, µM (highest dose often 46 µM), for inactives: at the top dose activity change, negative = cytotoxicity, actives largely listed as inhibitors; actives 0.16% (n = 390,000); note: potency is the fitted concentration of half-maximal effect; % is set by controls: 0 for no effect and ±100 for the full control effect
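Cytotoxicity counterscreen: CellTiter-Fluor fluorescence was measured in A549 ARE_Fluc cells after 18-24 h of compound exposure in a concentration series. The subsequent BugLite luminescent read reports ARE-luciferase activity.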
TGFb SMAD3 inh = TGF-b pathway inhibition; HepG2 CAGA-GFP TGF-b/SMAD3 reporter, GFP fluorescence, 18 h; TGF-beta stimulated, 500 pg/mL final; Potency, µM (series often up to 46.1 µM), for the others: at the top dose activity, negative = inhibition, usual class: inhibitors; actives 1.2% (n = 410,000); AID 588855; note: potency is the fitted concentration of half-maximal effect; % is set by controls: 0 for no effect and ±100 for the full control effect; nearly all actives have a fitted effect of over 65% in size
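HEPG2 CAGA-GFP, 1000 cells/well; 2 h settle, 37 C; cpd via pin tool; TGF-b 500 pg/mL final; 18 h, 37 C; GFP imaging ex488/em500-530; %Activity normalised to -TGF-b and +DMSO controls; CRC fit, curve class.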
HepG2 tox = HepG2 cytotoxicity, counter-screen for TGF-b inhibitors | Potency, µM (top dose mostly 46.1 µM), without a hit: top-dose activity change, negative = cytotoxicity, most hits filed as cytotoxic | actives 0.76% (n = 410,000) | HepG2 CAGA-GFP viability, ATP luminescence, 18 h; note: potency is the fitted concentration of half-maximal effect; some results filed as inactive show a strong effect at the top dose
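CellTiter-Glo luminescence gave cytotoxicity after 18 hours at 37 degrees C. The cells were HepG2 CAGA-GFP in 1% FBS DMEM, stimulated with 500 pg/mL TGF-beta after compound addition. %Activity was normalised to no-cell wells (complete cell-killing) and DMSO (no toxicity), and curves were fitted and classified.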
Nrf2 block = inhibitors of Nrf2 signaling; A549 ARE-Fluc reporter, luciferase luminescence, 18-24 h; Potency, µM (doses to about 46 µM), for inactives: top-dose activity change, negative = inhibition, usual class: inhibitors; actives 2.1% (n = 360,000); AID 504444; note: potency is the fitted concentration of half-maximal effect; % is set by controls: 0 for no effect and ±100 for the full control effect; nearly all actives have a fitted effect of over 60% in size
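Nrf2 function is reported as luminescence of an ARE-controlled luciferase in A549 cells. Compounds were tested at several concentrations, and a CellTiter-Fluor read on the same wells flagged cytotoxicity.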
S2 tox = reduces viability in counter-screen for ATXN expression inhibitors | S2 cells (HEK-293 line with an ATXN2-luciferase reporter) viability, CellTiter-Fluor protease fluorescence, 24 h | Potency, µM (top dose mostly 56.7 µM), most hits filed as cytotoxic | actives 0.49% (n = 400,000); note: potency is the fitted concentration of half-maximal effect; nearly all actives have a fitted effect of over 40% in size
IL1B secr inh = blocks inflammasome-driven IL-1 beta release | actives 4.7% (n = 360,000) | activity change, % at 57.5 µM | AID 743279 | THP-1 LPS/ATP IL-1B secretion, AlphaLISA, 16 h; active compounds read low; in the data active = activity change below about -50%; inconclusive = mostly about -30% to -49%; note: % is set by controls: 0 for no effect and ±100 for the full control effect
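THP-1 cells pretreated 1 hr with compounds (up to 57.5 uM final), then stimulated with LPS (250 ng/mL final) plus ATP (1.25 mM final); secreted IL-1B measured by AlphaLISA after 16 hr, decreased signal indicating inhibition.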
Nrf2 ARE act = activators of Nrf2 (ARE) signaling. AREc32 ARE-luciferase reporter (MCF7-derived line), luminescence, 24 h. Potency, µM (series often up to 46.1 µM), for inactives: top-dose activation, actives largely listed as activators. actives 0.31% (n = 410,000). AID 624171; note: potency is the fitted concentration of half-maximal effect; % of control where 0% means no effect; nearly all actives have a fitted effect of over 65% in size
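Reporter line AREc32 (ARE-Fluc), seeded overnight in OPTI-MEM with 5% FBS; compound pin-transferred, 24 hr at 37 deg C, 5% CO2; luminescent read-out.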
ATXN2 expr inh = inhibitors of ATXN2 expression; actives 0.72% (n = 360,000); HEK-293 ATXN2-luciferase reporter, luminescence, 24 h; Potency, µM (titrated, usually from 57 µM), inactives show top-dose activity change, negative = inhibition, actives largely listed as inhibitors; note: potency is the fitted concentration of half-maximal effect; % is set by controls: 0 for no effect and ±100 for the full control effect; nearly all actives have a fitted effect of over 55% in size
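qHTS (up to 57 uM final) was run with 24 h compound exposure of reporter cells at 37 °C. Each well was multiplexed: SteadyGlo luminescence measured ATXN2-luciferase expression after a fluorogenic Gly-Phe-AFC viability readout (25 uM final).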
The depositor's hits bear a star; i = inactive; u = inconclusive; x = not tested or not shown; & = joins results of further samples; [ ] = remark or other dose. Unless noted, calls come from the whole dose curve; as a rule, active = well fitted curve in the direction sought with a large enough effect; inconclusive = small, poorly fitted or top-dose-only effect, or another doubt; inactive = no such curve, though single readings can be large; an effect the other way counts as inactive or inconclusive.

Start of the data: the first two records as a preview:
cpd	molecule	MCF10A rerep	A549 tox	TGFb SMAD3 inh	HepG2 tox	Nrf2 block	S2 tox	IL1B secr inh	Nrf2 ARE act	ATXN2 expr inh
1	Cc1ccc(S(=O)(=O)Nc2ccc3c(c2)nc(CCN2CCOCC2)n3C)cc1	0%	2%	0%	7%	12%	i	u	0.1%	10%
2	CC(C)n1ncc2c(C(=O)NCCOc3ccccc3F)cc(C3CC3)nc21	8%	-7%	u	-26%	-14%	i	-26	7.9%	-9%

Results, from the first entry:
cpd	molecule	MCF10A rerep	A549 tox	TGFb SMAD3 inh	HepG2 tox	Nrf2 block	S2 tox	IL1B secr inh	Nrf2 ARE act	ATXN2 expr inh
1	Cc1ccc(S(=O)(=O)Nc2ccc3c(c2)nc(CCN2CCOCC2)n3C)cc1	0%	2%	0%	7%	12%	i	u	0.1%	10%
2	CC(C)n1ncc2c(C(=O)NCCOc3ccccc3F)cc(C3CC3)nc21	8%	-7%	u	-26%	-14%	i	-26	7.9%	-9%
3	Cc1cc(C)c(NC(=O)Cn2nnc(C(=O)NCc3cccs3)c2N)c(C)c1	9%	-2%&-2%	u	1%&-3%	u	u	-3	-0.2%&-0.3%	u
4	Cc1ccc(S(=O)(=O)N2C[C@@H]3[C@H]4CC[C@H](C4)[C@@H]3[C@@H](C)[C@H]2c2ccn(Cc3ccccc3)c2)cc1	14%	11%	u	-8%	u	i	u	5.7%	-17%
5	Cn1nc(OC(=O)Nc2ccc(F)cc2)cc1C(F)(F)F	-2%	-1%	-10%	-14%	3%	i	-6	-0.4%	3%
6	O=C(c1ccc(CS(=O)Cc2ccc(Cl)cc2)o1)N1CCN(c2ccccc2)CC1 (stereo unspecified)	5%	0%	-20%	-24%	3%	i	-25	-0.8%	-21%
7	COCCNC(=O)C1(C)CCCN(C(=O)Cc2ccc3ccccc3c2)C1 (stereo unspecified)	x	x	27%	-5%	x	i	46	0.0%	16%
8	CS(=O)(=O)N(CC(=O)N1CCN(Cc2ccccc2)CC1)Cc1ccccc1	3%	5%	-28%	-41%	-14%	i	28	-0.7%	-13%
9	O=S(=O)(c1ccc2c(c1)CCCN2)N1CCCC1	-3%	-8%	-1%	0%	-7%	i	-5	0.3%	1%
10	Cc1ccc(CS/C(Nc2ccccc2C)=C(\C#N)C(=O)NCc2ccco2)c(C)c1	u	-8%	u	4%	u	i	-14	3.0%	u
11	O=C(NCc1cccc(F)c1)c1[nH]c(C(F)(F)F)nc1-c1ccccc1	x	x	u	-19%	x	i	1	-1.7%	-8%
12	O=C(NC1(C(=O)O)CCCC1)C(Cl)Cl	-13%	-3%	-7%	-6%	14%	i	17	-0.4%	2%

Taken from above:
cpd 12 in IL1B secr inh reads 17
cpd 11 in ATXN2 expr inh reads -8%

(further entries)
cpd	molecule	MCF10A rerep	A549 tox	TGFb SMAD3 inh	HepG2 tox	Nrf2 block	S2 tox	IL1B secr inh	Nrf2 ARE act	ATXN2 expr inh
13	COc1cccc(CN(C(=O)COc2ccc(Cl)cc2)C2CCS(=O)(=O)C2)c1 (stereo unspecified)	0%	-3%	-2%	-5%	u	i	15	5.2%	-7%
14	CCSc1ncc(Cl)c(C(=O)Nc2ccc(S(=O)(=O)N3CCCCC3CC)cc2)n1 (stereo unspecified)	x	4%	-18%	-17%	u	i	x	0.0%	-9%
15	COc1ccc(Cn2c(=O)[nH]c3cc(C(=O)NCCc4ccc(S(N)(=O)=O)cc4)ccc3c2=O)cc1	-1%	-2%	-12%	-11%	-2%	i	27	-0.6%	-12%
16	CCn1cc(S(=O)(=O)c2ccc(C)cc2C)c(=O)c2cc(F)c(N3CCCC3)cc21	x	u	u	-23%	u	x	x	4.9%	x
17	CCOC(=O)c1c(C)[nH]c(C(=O)NCC(c2ccco2)N2CCCCC2)c1C (stereo unspecified)	7%	-5%	2%	0%	0%	i	0	0.2%	6%
18	COc1ccc(OCC(=O)NNC(=O)c2ccccn2)cc1	0%	-3%	u	-3%	u	i	104	0.0%	u
19	O=C(c1ccc(N2C(=O)C3CCCCC3C2=O)cc1)N1CCCCC1 (stereo unspecified)	-2%	-3%	u	9%	8%	u	-17	1.9%	-13%
20	COc1ccccc1-n1nc(-c2ccccc2)c2cnc3c(F)cc(F)cc3c21	x	15%	-1%	-18%	21%	i	x	-0.4%	5%
21	Cc1nnc(SCC(=O)NC23CC4CC(CC(C4)C2)C3)n(N)c1=O	-4%	0%	-3%	2%	0%	i	-14	-0.5%	x
22	COCCNC(=O)C1CCCN(Cc2ccc(C)cc2)CC1 (stereo unspecified)	x	x	1%	-11%	x	i	-6	-0.6%	2%
23	COc1cc(S(=O)(=O)Nc2cccc(C)c2)ccc1NC(=O)c1cccnc1	u	-1%	-4%	-28%	u	i	0	0.4%	-3%
24	Cc1ccc(Cn2nc3c4cc(F)ccc4n(Cc4ccc(F)cc4)cc-3c2=O)cc1	3%	1%	-1%	-11%	-7%	i	0	-0.1%	-7%
25	Cc1nnc(-c2cnn(C)c2N)n1Cc1cccc(Cl)c1	-1%	-7%	-17%	-3%	-6%	u	-17	0.4%	0%
26	CSc1nnc(-c2cnccn2)n1CCCN1CCCC1=O	-2%	20%	-2%	4%	25%	i	18	0.0%	2%
27	CCCn1c(=O)c(C(=O)NNC(=O)c2cccc([N+](=O)[O-])c2)c(O)c2ccccc21	6%	-9%	-2%	4%	u	i	44	-1.0%	u
28	COc1cc(OC)cc(C(=O)NCC(=O)OCc2csc(-c3ccccc3)n2)c1	15%	1%	-3%	6%	7%	u	-4	4.3%	12%
29	CCCCOc1ccc(N(CC(=O)NC2CCCC2)C(=O)CCC(=O)Nc2ccccn2)cc1	1%	-5%	7%	2%	0%	u	-1	0.1%	-3%
30	Cc1c(Cl)cccc1NC(=S)N(CCCN1CCOCC1)Cc1cccs1	18%	1%	0%	-34%	-27%	i	-4	-0.1%	-24%
31	CCOC(=O)c1cnc2c(Cl)c(Cl)ccc2c1NCCN1CCOCC1	16%	8%&-2%	-2%&-4%	-1%&-19%	19%&4%	i	5	3.2%&-0.6%	0%&4%
32	CC(=O)c1ccc(N2CCN(c3ccc(C(F)(F)F)cn3)CC2)cc1	-53%[inhibitor]	0%	-14%	1%	9.2µM*	i	-4	-0.1%	u
33	c1ccc(OCCOc2cccc3cccnc23)cc1	20%	u	-24%	-13%	8%	i	-23	4.7%	51%[activator]
34	COCCSc1nc(N)c2c3c(sc2n1)CN(C)CC3	10%	12%	-16%	19%	u	i	35	22%	11%
35	O=C(Cn1nnc(-c2ccccc2Cl)n1)Nc1ccc(Br)cc1	x	-8%	-30%	-38%	-2%	x	x	4.8%	x
36	O/N=C/c1ccccc1Oc1ccc(Cl)cc1	u	0%	u	-33%	-7%	i	-13	-0.4%	x
37	CN(C)C(=O)OCC1COc2ccccc2O1 (stereo unspecified)	-4%	-4%	9%	-5%	7%	i	-17	2.1%	15%
38	CS(=O)(=O)c1cccc(-c2nnc(NC(=O)C3=COCCO3)o2)c1	2%	-5%	-2%	-8%	-9%	i	-3	0.0%	7%
39	CC(C)(C)NC(=O)Cn1cc(S(=O)(=O)Cc2ccccc2Cl)c2ccccc21	x	-10%	0%	2%	u	x	x	4.8%	x
40	O=C1CSCN1c1cc(Cl)ccc1Cl	-8%	-3%	6%	7%	u	i	2	0.6%	-14%[11.3 µM]
41	CNC(=S)N1N=C(c2ccc(C)cc2)CC1c1ccc(N(C)C)cc1 (stereo unspecified)	10%	-11%	-13%	-25%	-9%	x	-7	0.5%	-8%
42	CCC(=O)Nc1cccc(C(=O)OCC(=O)c2ccccc2Cl)c1	u	3%	-5%	-2%	x	i	24	-0.3%	85%[activator]
43	O=C(CN1CC(=O)Oc2ccccc21)OCC(=O)c1ccccc1	-7%	u	u	-32%	6%	i	71	u	0%
44	CCOC(=O)N1CCC(NC(=O)C2=CCN(S(=O)(=O)c3ccc(OC)cc3)CC2)CC1	5%	0%	-9%	-14%	-13%	i	6	1.6%	-16%
45	Nc1nnnn1CC(=O)N/N=C/c1ccccn1	u	-6%	19%	15%	-6%	u	-2	-0.8%	10%
46	CCC1C(=O)NCCN1Cc1nc(-c2ccc(C)s2)oc1C (stereo unspecified)	0%	-1%	-18%	-13%	-9%	i	-12	1.0%	-2%
47	COc1cc2c(cc1OC)C(C(=O)N(C)Cc1ccccc1)C(c1cccnc1)N(C)C2=O (stereo unspecified)	-24%	-7%	-1%	-13%	2%	i	11	0.1%	-4%
48	O=C(NCCc1ccccc1)c1ccc(-n2cnnn2)cc1	3%	21%	0%	-4%	u	i	7	3.0%	30%
49	COc1ccc(C2CC(c3ccccc3)=NN2S(=O)(=O)c2ccccc2)c(OC)c1 (stereo unspecified)	-1%	8%	3%	8%	-8%	i	3	-0.9%	-9%
50	CCOC(=O)C1=CCN(Cc2ccccc2)CC1	2%	-3%	2%	3%	-10%	i	23	-0.4%	3%
51	CCCC1S/C(=N/N=C/c2cccs2)NC1=O (stereo unspecified)	2%	4%	-5%	-8%	u	i	-3	4.4%	11%
52	O=S(=O)(/C=C/c1ccccc1)N1CCN(c2cccc(Cl)c2)CC1	1%	6%	-12%	-34%	0%	i	-10	3.9%	-15%
53	C=CCOc1cc(C)nc(-c2ccccc2O)n1	0%	-10%	0%	-19%	-20%	u	14	2.8%	-8%
54	Nc1nc(Nc2ccc(Cl)cc2)n[nH]1	-3%	5%	-3%	1%	x	i	0	-0.3%	-2%
55	CC1CN(C(=O)COC(=O)/C=C/c2ccccc2)CC(C)O1 (stereo unspecified)	x	x	-3%	-28%	x	i	-5	8.6%	x
56	CCc1ccc(NC(=O)CSc2nc3c(oc4ccccc43)c(=O)n2-c2cccc(C)c2)cc1	x	-10%	2%	1%	-13%[9.27 µM]	i	x	1.3%	2%
57	CCc1ccc(C(=O)CC2(O)C(=O)N(CN3CCOCC3)c3ccccc32)cc1 (stereo unspecified)	-10%	-2%	u	-12%	18%	i	30	4.1%	-19%

Compound activity as filed in PubChem BioAssay.
